# HDAC3 inh: HDAC3 deacetylase inhibitors, primary screen, biochemical, fluorescence, cell-free homogeneous; recombinant HDAC3, fluorogenic peptide/trypsin coupled; inhibition, % at 8.3 µM; 320,000 compounds, 0.15% hits; AID 2718, 2010; in the data active = inhibition above about 26%, passing the limit was not always enough; inconclusive = no clear call, values can overlap the other calls
# ANO1 activ: TMEM16A chloride channel activators or potentiators, primary screen, cell-based, HTS | B-score at 10 µM | Anoctamin-1 (Mus musculus), Q8BHY3 | HEK293 TMEM16A/YFP-H148Q/I152L, iodide quench fluorescence; active compounds read low | 340,000 compounds, 0.3% hits;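 active = fluorescence-ratio B-score plate-corrected deviation score at least 3 library SD below zero, with starting fluorescence score within 5 deviations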;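 note: channel opened by trigger with iodide after compound preincubation; score built on the fluorescence ratio of max minus min over baseline; more negative score means more quench and so TMEM16A activation or potentiation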
# KCNK9 block: KCNK9 potassium channel inhibitors, primary screen, HEK293 cells, thallium flux. AID 488922, 2010. FluxOR thallium flux fluorescence; active compounds read low. 310,000 compounds, 1.2% hits. Potassium channel subfamily K member 9 (Homo sapiens), Q9NPC2. B-score at 10 µM;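 active = ratio B-score over 3 SD below the library mean, with starting fluorescence within 5 SD of its mean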;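 note: negative B-score means less thallium flux so channel inhibition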
# KCNQ1 block: inhibitors of human KCNQ1 channel, primary screen, cell-based, thallium flux, high-throughput; AID 2642, 2010; 310,000 compounds, 1.3% hits; CHO-K1 KCNQ1, FluxOR thallium flux fluorescence; active compounds read high; B-score at 10 µM; Potassium voltage-gated channel subfamily KQT member 1 (Homo sapiens), P51787;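 active = compounds whose thallium flux B-score, printed positive for inhibition, exceeds three library SD while starting fluorescence stays within three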;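 note: channel opened by potassium depolarization with thallium stimulus after 20 min compound exposure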
# KCNQ1 act: potentiators or activators of KCNQ1 channel, primary screen, cell-based, thallium flux, high-throughput; B-score at 10 µM; 310,000 compounds, 0.35% hits; CHO-K1 KCNQ1, thallium flux FluxOR fluorescence; active compounds read high;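 active = fluorescence ratio B-score, a plate-corrected score, at least three library SD, with initial intensity B-score within 5 SD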
#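 Medium – assay buffer, equal DMSO in all wells · Material – CHO-K1 cell line with stable KCNQ1 potassium channel expression · Signal – kinetic FluxOR thallium fluorescence, 10-s 1-Hz baseline, 110-s post-stimulus read · Compound – single concentration per compound, DMSO matched to controls · Schedule – 37 °C overnight plating, 90-min dark dye load, 20-min compound pretreatment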
# KCNK3 block: human KCNK3 channel inhibitors, primary screen, CHO cells, FluxOR thallium flux, B-score; B-score at 10 µM; AID 602410, 2012; 340,000 compounds, 0.84% hits; Potassium channel subfamily K member 3 (Homo sapiens), O14649; FluxOR fluorescence; active compounds read low;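 active = B-score under library mean minus 4 SD, starting fluorescence ratio at most library mean plus 5 SD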;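 note: more negative B-score means stronger inhibition of thallium flux through KCNK3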
# TRPC4 agonist: activators of mouse TRPC4 channel, primary screen, Fluo4 calcium, HEK293 TRPC4beta/mu-opioid cells | Short transient receptor potential channel 4 (Mus musculus), Q9QUQ5 | Fluo4 calcium fluorescence; active compounds read high | B-score at 10 µM | 310,000 compounds, 0.49% hits;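 active = B-score above 5 SD of library B-scores, and initial fluorescence ratio not above library mean plus 5 SD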;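 note: positive B-score marks a calcium rise read as TRPC4 activation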
# Target sequence (Q9QUQ5 whole entry, looked up): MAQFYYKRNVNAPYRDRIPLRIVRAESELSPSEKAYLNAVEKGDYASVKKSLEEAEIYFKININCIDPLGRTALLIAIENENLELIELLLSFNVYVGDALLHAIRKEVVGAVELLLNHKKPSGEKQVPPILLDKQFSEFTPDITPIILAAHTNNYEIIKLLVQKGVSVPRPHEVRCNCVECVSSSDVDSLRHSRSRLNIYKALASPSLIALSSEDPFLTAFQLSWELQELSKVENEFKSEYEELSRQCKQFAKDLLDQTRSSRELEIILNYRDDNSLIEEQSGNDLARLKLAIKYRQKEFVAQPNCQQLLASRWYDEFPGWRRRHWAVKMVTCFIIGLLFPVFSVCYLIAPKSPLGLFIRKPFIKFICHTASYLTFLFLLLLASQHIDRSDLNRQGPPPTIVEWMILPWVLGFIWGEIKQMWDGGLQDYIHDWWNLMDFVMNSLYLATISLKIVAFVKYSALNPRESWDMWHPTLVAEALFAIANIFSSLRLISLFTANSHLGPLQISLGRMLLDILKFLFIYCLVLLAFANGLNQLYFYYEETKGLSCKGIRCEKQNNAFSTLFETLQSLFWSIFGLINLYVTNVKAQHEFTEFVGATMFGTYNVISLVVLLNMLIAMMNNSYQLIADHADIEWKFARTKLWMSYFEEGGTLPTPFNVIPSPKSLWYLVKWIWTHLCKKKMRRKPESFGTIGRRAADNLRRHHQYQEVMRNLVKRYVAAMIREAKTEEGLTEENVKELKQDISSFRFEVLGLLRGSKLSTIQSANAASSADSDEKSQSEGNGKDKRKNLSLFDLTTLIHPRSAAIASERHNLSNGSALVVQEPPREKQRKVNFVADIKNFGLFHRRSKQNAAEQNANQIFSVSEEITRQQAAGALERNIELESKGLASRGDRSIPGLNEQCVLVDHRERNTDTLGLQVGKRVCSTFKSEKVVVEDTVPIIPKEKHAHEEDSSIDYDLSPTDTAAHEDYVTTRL
#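 Material: TRPC4beta and mu-opioid receptor HEK293 stable cells | Incubation: 45 min room-temperature Fluo4 loading, 110 s read | Detection: Kinetic Fluo4 calcium fluorescence | Measure: Integrated baseline-normalised fluorescence ratio, converted to per-well B score | Benchmarks: Low control buffer alone, high control maximal DAMGO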
# hERG protect: hERG rescue from dofetilide block, primary screen, cell-based, CHO-hERG, FluxOR thallium flux, dofetilide IC70; AID 1511, 2009; dofetilide IC70 present; Voltage-gated inwardly rectifying potassium channel KCNH2 (Homo sapiens), Q12809; activation (rescue from dofetilide block), less the hit threshold, % at 10 µM; 310,000 compounds, 0.51% hits;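 active = activation above the mean of controls blocked by dofetilide plus 5 SD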;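 note: thallium influx through hERG after potassium depolarization seen as dye fluorescence rise; in these data hits start at about 4.7%; inactives centre near -7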
# Dyrk1A ADPGlo: rat Dyrk1A kinase inhibitors, primary screen, biochemical, single point, plate reader | ADP-Glo luminescence, NFATc1 peptide | 310,000 compounds, 0.43% hits | inhibition, % at 12.5 µM | Dual specificity tyrosine-phosphorylation-regulated kinase 1A (Rattus norvegicus), Q63470; in the data active = inhibition above about 50%;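 note: plate controls were vehicle with enzyme for no effect and no enzyme for full effect; many of its hits are not listed in these tables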
# TRPC4 PAM: positive allosteric modulators of TRPC4, primary screen, cell-based, mouse TRPC4beta, HEK293 mu-opioid, Fluo-4 calcium | Short transient receptor potential channel 4 (Mus musculus), Q9QUQ5 | DAMGO EC20, Fluo-4 Ca2+ flux; active compounds read high | B-score at 10 µM | 310,000 compounds, 0.42% hits | AID 2227, 2009;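 active = B-score of calcium response area above 5 SD of library B-scores, with initial fluorescence ratio within 5 SD of library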;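 note: B-score of integrated fluorescence ratio over time as area under calcium response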
# ANO1 block: TMEM16A chloride channel inhibitors, primary screen, cell-based, HTS; Anoctamin-1 (Mus musculus), Q8BHY3; HEK293 TMEM16A/YFP iodide influx fluorescence, ionomycin; normalized B-score (activity score, 25-100; higher = stronger inhibition) at 10 µM; 310,000 compounds, 1.2% hits;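 active = ratio plate-corrected score three or more library SD toward inhibition, starting fluorescence score within five deviations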;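 note: score derived from kinetic fluorescence span divided by baseline fluorescence per well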
# An asterisk follows results filed as active; i = inactive; ? = inconclusive; nt = not tested or not shown. Some of the compounds tested; the hit share may differ from the screen's.
SMILES,HDAC3 inh,ANO1 activ,KCNK9 block,KCNQ1 block,KCNQ1 act,KCNK3 block,TRPC4 agonist,hERG protect,Dyrk1A ADPGlo,TRPC4 PAM,ANO1 block
CC(C)C(C)NC(=O)COc1ccc(OCc2ccccc2)cc1 (configuration not stated),1,i,i,i,i,i,i,-11,4,i,i
CCOC(=O)N1CCN(Cc2nc(Cc3cccc(C(F)(F)F)c3)no2)CC1,nt,i,i,i,i,i,i,-5,0,i,i
Cc1ccc(C2=C(c3ccc([N+](=O)[O-])cc3)C(=O)OC2)cc1C,3,i,i,i,i,i,i,-8,1,i,i
COc1ccc(S(=O)(=O)c2c(O)c3ccc(C(=O)Nc4ccc(F)cc4F)cc3[nH]c2=O)cc1,4,i,i,i,i,i,i,-8,4,i,i
O=C(NCc1ccc(Cl)cc1)c1ccc(NC(=O)C2CCCO2)cc1 (configuration not stated),-1,i,i,i,i,i,i,-11,1,i,i
O=C(C1CCCCN1S(=O)(=O)c1ccccc1)N1CCCCC1 (configuration not stated),nt,i,i,i,i,i,i,-6,8,i,i
O=C(/C=C/c1cccs1)N1CCC2(CC1)Oc1ccc(F)cc1C(=O)C21CC(c2ccc(Cl)cc2)=NO1 (configuration not stated),8,i,i,i,i,i,i,-7,7,i,i
COC(=O)C1CCN(Cc2ccc(OCCCN3CCN(c4ccc([N+](=O)[O-])cc4)CC3)cc2)CC1,-8,i,i,i,i,i,i,-13,nt,i,25*
O=C(NCc1ccccc1)NC(O)C(Cl)(Cl)Cl (configuration not stated),-2,i,i,i,i,i,i,-5,-6,i,i
COc1ccc(N(CC(=O)Nc2cccc(C)c2)S(=O)(=O)c2c(C)noc2C)cc1,6,i,i,i,i,i,i,-5,-3,i,i
COCCOC(=O)c1c(NC(=O)CSc2cccc[n+]2[O-])sc(C(N)=O)c1C,-5,i,i,i,i,i,i,-3,3,i,i
CCCC/C(O)=N\S(=O)(=O)c1ccc(N=NN(C)C)cc1,-2,i,i,i,i,i,i,3,-3,i,i
COCCCn1c(=O)c2sccc2n2c(CCCC(=O)N(C)Cc3ccco3)nnc12,-5,i,i,i,i,i,i,-12,1,i,i
Cc1ccc(CSc2cc(C)[nH]c(=O)n2)cc1,-5,i,i,i,i,i,i,-4,nt,i,i
COc1ccccc1NC(=O)C1CCCN1C(=O)NC1CCCCC1 (configuration not stated),2,i,i,i,i,i,i,-8,-1,i,i
CNS(=O)(=O)c1ccc(C(C)(C)C)cc1,-9,i,i,i,i,i,i,-4,-2,i,i
Cc1ccc2sc(N3CCN(C(=O)c4ccc([N+](=O)[O-])o4)CC3)nc2c1C,-7,i,i,i,i,i,i,-7,-1,i,i
CNC(=S)NCCc1ccc(OC)cc1,5,i,i,i,i,i,i,-12,3,i,i
O=C(CC1SC(N2CCCC2)=NC1=O)Nc1ccc(C(=O)Nc2ccccc2)cc1 (configuration not stated),4,i,i,i,i,i,i,-12,3,i,i
Fc1cccc(CN2CCN3CCCC3C2C2CCCCC2)c1 (configuration not stated),-2,i,i,i,i,i,i,-13,-1,i,i
CCC(C)(C)NC(=O)CN(C(=O)CCC(=O)Nc1nccs1)c1ccc2c(c1)OCCO2,3,i,i,i,i,i,i,-8,-2,i,i
O=C(O)c1cccc(N/N=C/c2cccnc2)c1,nt,i,i,i,i,i,i,-1,3,i,nt
CCOC(=O)C1=C(C)Nc2sc(C(=O)c3ccc(Br)cc3)c(N)c2C1c1ccc(C(=O)OC)cc1 (configuration not stated),-1,i,-9.4*,8*,i,i,i,-8,-4,i,i
CCCCNC(=O)Cn1c(=O)n(C)c2ccccc21,-4,i,i,i,i,i,i,-6,1,i,i
CNC(=O)CN(c1cc(C)ccc1OC)S(=O)(=O)c1ccc(C)cc1,-1,i,i,i,i,i,i,-8,1,i,i
O=C(NC1CCCC1)c1ccccc1OCc1ccccc1,-3,i,i,i,i,i,i,-16,2,i,i
O=C(O)C1C2C=CC(C2)C1C(=O)N1CCOCC1 (configuration not stated),2,i,i,i,i,i,i,0,8,i,i
O=C1N=c2ccc([N+](=O)[O-])cc2=C1c1sc(=O)[nH]c1O,1,i,i,i,i,i,i,-6,nt,i,i
Cn1nc(C(=O)Nc2nc3ccccc3[nH]2)c2ccccc2c1=O,8,i,i,i,i,i,i,-12,6,i,i
COc1ccc(CN2CCC(Cc3ccccc3)CC2)cc1OC,-5,i,i,i,i,i,i,-9,nt,i,i
COCCN1Cc2cccc(C(=O)Nc3ccccc3OC)c2C1=O,-2,i,i,i,i,i,i,-4,2,i,i
CCC1CCCCN1Cc1nc2c(c(=O)n(C)c(=O)n2C)n1CCCc1ccccc1 (configuration not stated),-2,i,i,i,i,i,i,-12,7,i,i
CCC(=O)N(CCc1ccc(OC)c(OC)c1)Cc1cc2ccc(C)cc2n2nnnc12,-4,i,i,i,i,i,i,-12,2,i,i
Cc1cc2cc3c(C)cc(=O)oc3c(C)c2o1,2,i,i,i,i,i,i,-5,2,i,i
COc1ccc(NC(=O)CSc2n[nH]c(C(C)C)n2)c([N+](=O)[O-])c1,4,i,i,i,i,i,i,-3,11,i,i
Cc1n[nH]c(C)c1Sc1ccccc1N=Cc1cc(Cl)cc([N+](=O)[O-])c1O,3,i,i,i,i,i,i,-4,-3,i,i
COC(=O)c1ccc(C(=O)OC)c(NC(=O)CSCc2ccccc2Br)c1,4,i,i,i,i,i,i,-3,2,i,i
CCN(C(=O)COC(=O)c1cccc(NS(=O)(=O)c2ccc(F)c(F)c2)c1)C1CCS(=O)(=O)C1 (configuration not stated),-9,nt,i,i,i,nt,i,-8,nt,i,i
O=C(COC(=O)c1cc([N+](=O)[O-])ccc1Cl)NC1CCCC1,-1,nt,i,i,i,i,i,-9,14,i,i
CCc1nnc(NS(=O)(=O)c2ccc(N/C=C/C(=O)c3ccc(C)cc3)cc2)s1,2,i,i,i,i,i,i,-3,-5,i,i
CN(CC(=O)Nc1ccc(Cl)c(Cl)c1)C(=O)CC1OC(=O)c2ccccc21 (configuration not stated),-5,i,i,i,i,i,i,-15,12,i,i
Cc1cccc(CCNC(=O)C2CCN(S(=O)(=O)c3cccc4cccnc34)CC2)c1,?,i,i,i,i,i,i,-13,-1,i,i
COc1ccccc1CNC(=O)c1ccc2nc(N3CCOCC3)sc2c1,-3,i,i,i,i,i,i,-9,8,i,i
O=[N+]([O-])c1ccc(S(=O)(=O)Nc2cccc(-c3ccc(N4CCOCC4)nn3)c2)cc1,5,i,i,i,i,i,i,-6,3,i,i
COc1cc(NS(=O)(=O)c2cn(C)cn2)cc(OC)c1,1,i,i,i,i,i,i,-4,-2,i,i
CCCNC(=O)OCC12CC3CC(CC(C3)C1)C2,4,i,i,i,i,i,i,-10,-3,i,i
COC(=O)c1nnn(-c2nonc2N)c1CSc1ccc(Cl)cc1,-4,i,i,i,i,i,i,-3,-3,i,i
O=C(NCc1ccco1)c1nnc(Cc2ccc(F)cc2)o1,-9,i,i,i,i,i,i,-7,2,i,i
c1csc(-c2nn[nH]n2)c1,-4,i,i,i,i,i,i,-3,18,i,i
CCc1cc2cc3c(cc2nc1SCC(=O)N1CCN(C(=O)c2ccco2)CC1)OCO3,16,i,i,i,i,i,i,-11,2,i,i
CCOC(=O)CSc1nc(N)nc(C)c1Br,4,i,i,i,i,i,i,-3,-7,i,i
O=C(CCc1nnc2ccc(NCc3ccccc3)nn12)NC1CCCC1,-3,i,i,i,i,i,i,-9,0,i,i
COc1ccc(NC(=S)NCCCN2CCOCC2)cc1,-1,i,i,i,i,i,i,-10,0,i,i
COc1ccc(OC)c(NC(=O)C2=C(C)NC(=O)NC2c2cccs2)c1 (configuration not stated),-1,i,i,i,i,i,i,-3,3,i,i
O=C(Nc1ccccc1)/C(=C\c1ccc(F)cc1)NC(=O)c1ccco1,6,i,i,i,i,i,i,-6,-10,i,i
COC1CCN(C(=O)c2cc(COc3ccc(-n4cncn4)cc3)on2)CC1,-5,i,i,i,i,i,i,-8,0,i,i
COc1ccc2c(c1)[nH]c1c(N3CCN(Cc4ccc5c(c4)OCO5)CC3)ncnc12,-2,i,i,9*,i,i,i,-36,17,i,100*
COc1cc(C2Nc3ccccc3C(=O)N2c2ccccc2)ccc1O (configuration not stated),5,i,i,i,i,i,i,-3,7,i,i
CC1=C(C(=O)OCc2ccc([N+](=O)[O-])cc2)N2C(=O)C(NC(=O)Cc3ccccc3)C2SC1 (configuration not stated),1,i,i,i,i,i,i,-6,-3,i,i
Cn1cnnc1SC1CCCCC1NS(=O)(=O)c1ccc(Cl)cc1 (configuration not stated),-1,i,i,i,i,i,i,-8,-7,i,i

# Later entries.
SMILES,HDAC3 inh,ANO1 activ,KCNK9 block,KCNQ1 block,KCNQ1 act,KCNK3 block,TRPC4 agonist,hERG protect,Dyrk1A ADPGlo,TRPC4 PAM,ANO1 block
COCCCNC(=O)COc1ccc(S(=O)(=O)NCc2ccccc2)cc1Cl,-1,i,i,i,i,i,i,-6,1,i,i
CC(C)(C)[C@H]1C=C(C(=O)N2CCN(Cc3ccc4c(c3)OCO4)CC2)O[C@@H](OCCCCO)C1,12,i,i,i,i,i,i,-2,nt,i,i
CCc1nc(SCC(=O)NCCc2ccc(OC)c(OC)c2)c2c(=O)n(C)c(=O)n(C)c2n1,-4,i,i,i,i,i,i,-7,1,i,i
CCC(CC)NC(=O)COC(=O)c1ccc2c(c1)C(=O)N(Cc1ccco1)C2=O,0,i,i,i,i,i,i,0,-4,i,i
Cc1cc(C)c2nc(-c3ccccn3)cc(C(=O)NCCc3ccc(S(N)(=O)=O)cc3)c2c1,-3,i,i,i,i,i,i,-3,0,i,i

# Screens from PubChem BioAssay.
